# High-throughput results as filed in PubChem.
# Pf growth 48h = Primary qHTS for delayed death inhibitors of the malarial parasite plastid, 48 hour incubation; Potency, µM (titrated, usually from 28.7 µM), without a hit: at the highest dose activity change, negative = inhibition, usual class: inhibitors; P. falciparum luciferase growth in erythrocytes, 48 h; hit rate 5.9% among 310,000
#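 Luciferase-expressing parasites in RBCs, 2% Hct / 0.1% parasitemia final; RPMI 1640 + 0.5% Albumax; 37 C, 5% CO2, one generation; luminescence read-out, lower signal = inhibition.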
# LmPK inhibitor = qHTS Assay for Inhibitors of Leishmania Mexicana Pyruvate Kinase (LmPK). hit rate 0.37% among 290,000. AID 1721, 2009. Potency, µM (series often up to 57.5 µM), without a hit: at the top dose activity change, negative = inhibition, actives largely listed as inhibitors. purified LmPK, Kinase-Glo ATP luminescence, 1 h. Q27686
# Target sequence (Q27686 whole entry, looked up): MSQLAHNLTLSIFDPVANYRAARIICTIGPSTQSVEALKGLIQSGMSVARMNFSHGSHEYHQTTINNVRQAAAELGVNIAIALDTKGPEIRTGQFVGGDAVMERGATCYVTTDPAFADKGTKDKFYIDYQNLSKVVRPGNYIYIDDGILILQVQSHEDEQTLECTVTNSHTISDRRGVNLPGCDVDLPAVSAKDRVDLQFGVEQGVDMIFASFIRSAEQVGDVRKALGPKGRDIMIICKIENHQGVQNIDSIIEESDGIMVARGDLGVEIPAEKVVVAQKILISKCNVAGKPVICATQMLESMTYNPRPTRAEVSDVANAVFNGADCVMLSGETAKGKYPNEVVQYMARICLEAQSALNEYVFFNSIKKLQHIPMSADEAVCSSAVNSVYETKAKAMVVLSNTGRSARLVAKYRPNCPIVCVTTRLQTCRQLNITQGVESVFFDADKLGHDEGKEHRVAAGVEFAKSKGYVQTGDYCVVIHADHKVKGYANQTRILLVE
#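 Pyruvate kinase activity monitored as ATP production (luciferase luminescence). Conditions: 0.1 nM enzyme, 0.5 mM PEP, 0.1 mM ADP, 1 h, RT; normalized against uninhibited and no-enzyme wells.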
# HCV inhibitor = qHTS Assay for Inhibitors of Hepatitis C Virus (HCV). Huh7.5.1 HCVcc-Cre infection, luciferase reporter, 44 h. AID 651820, 2012. Potency, µM (highest dose often 41.8 µM), for inactives: at the top dose activity change, negative = inhibition, hits mostly inhibitors. hit rate 3.4% among 340,000
#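 Cells seeded at 1,000/well and cultured 4 h, then compounds added followed by HCVcc-Cre virus (~0.5 moi). After 44 h further culture, luciferase substrate was added, plates held 15 min at room temperature, and luminescence read for 15 sec.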
# TbPYK inhibitor = qHTS of Trypanosoma Brucei Inhibitors; hit rate 0.12% among 410,000; AID 624173, 2012; pyruvate kinase (Trypanosoma brucei), Q57TT1; Potency, µM (series often up to 76.8 µM), for inactives: top-dose activity, negative = inhibition, most hits filed as inhibitors; TbPYK enzyme, Kinase-Glo Plus ATP luminescence, 45 min; also: nearly all actives have a fitted effect of over 50% in size
#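 Glycolytic pyruvate kinase of T. brucei was incubated with substrate, test compound and 130 uM ADP for 45 minutes at room temperature. Luminescent Kinase-Glo Plus signal was measured after 10 minutes.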
# Pf growth 96h = Primary qHTS for delayed death inhibitors of the malarial parasite plastid, 96 hour incubation | hit rate 6.9% among 320,000 | P. falciparum luciferase reporter growth, 96 h | AID 504834, 2011 | Potency, µM (highest dose often 28.7 µM), inactives show at the top dose activity change, negative = inhibition, hits mostly inhibitors
#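 P. falciparum expressing integrated firefly luciferase grown in erythrocytes (2% hematocrit, 0.05% parasitemia final) with compounds for 96 hours at 37 C, 5% CO2. Growth inhibition read as loss of luminescence after adding luciferase detection reagent.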
# Sm TGR block = qHTS Assay for the Inhibitors of Schistosoma Mansoni Peroxiredoxins; hit rate 3% among 360,000; Schistosoma mansoni thioredoxin glutathione reductase (TGR), Q962Y6; purified TGR, DTNB reduction, TNB absorbance 405 nm; Potency, µM (highest dose often 114 µM), inactives show at the highest dose activity change, negative = inhibition, hits mostly inhibitors; also: nearly all actives have a fitted effect of over 60% in size
#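 First, TGR (20 nM dispensed) and NADPH were mixed with compound. Second, a 15 min room-temperature incubation followed. Third, further NADPH and then DTNB were added to start the reaction. Finally, TNB absorbance was monitored kinetically.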
# Numbers without * were called inactive; i = inactive; u = inconclusive; x = not tested or not shown; [ ] = remark or other dose. Calls follow the shape of the dose curve; as a rule, active = well fitted curve in the direction sought with a large enough effect; inconclusive = small, poorly fitted or top-dose-only effect, or another doubt; inactive = no such curve, though single readings can be large; an effect the other way counts as inactive or inconclusive. % is scaled to controls: 0 for no effect and ±100 for the full control effect; potency is read from the fitted curve at half-maximal effect.
(1) O=C(CSC1=NS(=O)(=O)c2ccccc2N1)Nc1cccc(F)c1
(2) O=C(COc1ccccc1Cl)c1ccc[nH]1
(3) COc1ccc(NC2CCCN(C(=O)c3oc(C)cc3C)C2)cc1OC (stereo unspecified)
(4) Cn1c(C(=O)N2COCC2(C)C)cc2c(=O)n3ccccc3nc21
(5) CC(C)c1ccc(C(=O)NCCCN2CCN(CCCNC(=O)c3ccc(C(C)C)cc3)CC2)cc1
(6) O=S(=O)(NCc1ccccc1)c1ccc(S(=O)(=O)N(Cc2ccccn2)Cc2ccco2)cc1
(7) Cc1cccc(NC(=S)N2CCC(C(=O)c3ccc(F)cc3)CC2)c1C
(8) Cn1c(CNC(=O)C(Cc2ccccc2)NC(=O)c2ccccc2)cc(=O)n(C)c1=O (stereo unspecified)
screen / no.,1,2,3,4,5,6,7,8
Pf growth 48h,2%,114%[activator],-27%,85%[activator],u,x,-2%,u
LmPK inhibitor,x,10%,0%,-2%,1%,7%,7%,-4%
HCV inhibitor,17%,2%,x,-2%,u,-12%,u,-1%
TbPYK inhibitor,9%,6%,-2%,0%,5%,-3%,2%,-2%
Pf growth 96h,6%,112%[activator],4%,-13%,u,-27%,29%,u
Sm TGR block,-4%,-5%,u,-1%,3%,2%[11.4 µM],0%,11%

# Ordered by heavy-atom count (ascending): part of the list above.
(2) O=C(COc1ccccc1Cl)c1ccc[nH]1
(1) O=C(CSC1=NS(=O)(=O)c2ccccc2N1)Nc1cccc(F)c1
(7) Cc1cccc(NC(=S)N2CCC(C(=O)c3ccc(F)cc3)CC2)c1C
(8) Cn1c(CNC(=O)C(Cc2ccccc2)NC(=O)c2ccccc2)cc(=O)n(C)c1=O (stereo unspecified)
(6) O=S(=O)(NCc1ccccc1)c1ccc(S(=O)(=O)N(Cc2ccccn2)Cc2ccco2)cc1
(5) CC(C)c1ccc(C(=O)NCCCN2CCN(CCCNC(=O)c3ccc(C(C)C)cc3)CC2)cc1
screen / no.,2,1,7,8,6,5
Pf growth 48h,114%[activator],2%,-2%,u,x,u
LmPK inhibitor,10%,x,7%,-4%,7%,1%
HCV inhibitor,2%,17%,u,-1%,-12%,u
TbPYK inhibitor,6%,9%,2%,-2%,-3%,5%
Pf growth 96h,112%[activator],6%,29%,u,-27%,u
Sm TGR block,-5%,-4%,0%,11%,2%[11.4 µM],3%

# Carrying on:
(9) Cc1cccc(NC(=O)c2cc3n(n2)C(C(F)(F)F)CC(c2ccc4c(c2)OCO4)N3)c1 (stereo unspecified)
(10) COc1ccc(-c2cccc(C3CC=CC4C3C(=O)N(Cc3ccccc3)C4c3ccc4ccccc4c3)c2)cc1 (stereo unspecified)
(11) CC1(C2CC2)NC(=O)N(CC(=O)Nc2ccc(C(F)(F)F)cc2)C1=O (stereo unspecified)
(12) Cc1nc(C#N)c(N/N=C/c2cccc(Cl)c2)o1
(13) O=C(Nc1ccccc1)c1ccc2ccccc2n1
(14) CCCC(=O)N(c1ccc2oc(=O)sc2c1)S(=O)(=O)c1ccccc1
(15) COc1ccc(Cn2ccnc2CO)cc1[N+](=O)[O-]
(16) Cc1cc(NS(=O)(=O)c2ccc(NC(=S)NCc3ccccc3)cc2)no1
screen / no.,9,10,11,12,13,14,15,16
Pf growth 48h,u,9.3µM*,u,108%[activator],i,u,18%,19%
LmPK inhibitor,1%,0%,x,-3%,1%,4%,2%,3%
HCV inhibitor,u,-2%,-33%,-10%[8.37 µM],-19%,-9%,22%,8%
TbPYK inhibitor,3%,-2%,3%,0%,-3%,u,2%,4%
Pf growth 96h,u,15µM*,16%,36%[activator],446%[activator],77%[activator],u,17%
Sm TGR block,1%,-1%,-1%,-3%,5%,2%,8%,0%

(17) O=C(Cn1c(=O)oc2ccccc21)Nc1ccc(Cl)cc1Cl
(18) COc1cccc(CN2CCN(C(=O)Cc3ccccc3OC)CC2)c1
(19) O=C(O)c1cc(-c2ccccc2)n(-c2ccccc2)n1
(20) CC(C)(C)c1ccc(C(=O)O)c(C(=O)c2ccccc2)c1
(21) COc1cc(C(=O)N/C(=C\c2cn(C)c3ccccc23)C(=O)N2CCN(C)CC2)cc(OC)c1OC
(22) CC1(C)C2([N+](=O)[O-])CN3CC1([N+](=O)[O-])CN(C2)C3C(O)C(O)C(O)CO (stereo unspecified)
(23) O=C1CN(C(=O)COC(=O)c2ccccc2O)c2ccccc2N1
(24) N#CCC(=O)c1ccccc1Oc1ccc(Cl)cc1
screen / no.,17,18,19,20,21,22,23,24
Pf growth 48h,46%[activator],-13%,-4%,31%[activator],u,12%,-19%,36%[activator]
LmPK inhibitor,0%,0%,1%,6%,-4%,5%,0%,19%
HCV inhibitor,-1%,-7%,19%,21%,7%,18%,3%,10%
TbPYK inhibitor,-6%,-3%,-11%,8%,-3%,2%,1%,-12%
Pf growth 96h,u,u,u,23%,35%,1%,2%,71%[activator]
Sm TGR block,0%,-22%,8%,-1%,7%,1%,-18%,10%

(25) CCO[C@@H]1OC(C(=O)NCc2ccccc2)=C[C@H](c2ccc3c(c2)OCO3)[C@H]1CCCO
(26) CCOc1ccc(-c2cc3nc(C4CCN(C(=O)OC(C)(C)C)CC4)c(C(=O)O)cn3n2)cc1
(27) Cc1cccc(Nc2nc(N)nc(CSC(=S)N3CCOCC3)n2)c1
(28) COc1ccc(-c2ccc([C@H]3[C@@H]4C=CCC[C@@]4(C)C(=O)N3Cc3ccccc3)c(F)c2)cc1
(29) CC1CCCN(c2nc3ccccc3nc2C(C#N)S(=O)(=O)c2cccs2)C1 (stereo unspecified)
(30) CCOC(=O)N1CCC(n2c(SCC(=O)NCCc3ccc(S(N)(=O)=O)cc3)nc3ccccc3c2=O)CC1
(31) CCOC(=O)CSC1=N/C(=C\c2cc(OC)c(OC)c(OC)c2)C(=O)N1C
(32) Cc1cc(C)cc(-c2nnc(SCC(=O)N3CCN(C(=O)c4ccco4)CC3)o2)c1
screen / no.,25,26,27,28,29,30,31,32
Pf growth 48h,-23%,0.47µM*,48%[activator],u,-9%,u,17%,u
LmPK inhibitor,9%,-4%,-1%,3%,-3%,6%,0%,5%
HCV inhibitor,14%,4%,-19%,u,17%,11%,-7%,u
TbPYK inhibitor,4%,-2%,13%,4%,-15%,-16%,-1%,3%
Pf growth 96h,-10%,u,29%,u,x,-26%,-18%,12µM*
Sm TGR block,-1%,-11%,-2%,-26%,-25%,-7%,-1%,-10%

(33) COc1ccc(CNC(=O)COc2cccnc2[N+](=O)[O-])cc1OC
(34) COc1ccc(CCNS(=O)(=O)c2cccc3cccnc23)cc1OC
(35) CN(C)c1ccc(C(=O)NC2(N3CCC3=O)CCCC2)cc1
(36) COc1cc(CNCCCN2CCOCC2)cc(Br)c1OCC(=O)N1CCCCC1
(37) O=C(NCCc1ccccc1)C(=O)NCC1CCCO1 (stereo unspecified)
(38) O=C(NCCN1CCOCC1)C1CCN(S(=O)(=O)N2CCCC2)CC1
(39) CC1=CC(=O)[C@H]2C(C)(C)CCC[C@]2(C)[C@@]1(O)CO
(40) COc1cccc(C(=O)COc2ccc3c(C)cc(=O)oc3c2)c1
screen / no.,33,34,35,36,37,38,39,40
Pf growth 48h,12%,46%[activator],-7%,-3%,65%[activator],11%,46%[activator],41%[activator]
LmPK inhibitor,1%,-1%,6%,0%,4%,6%,2%,11%
HCV inhibitor,-3%,-1%,-1%,u,0%,8%,u,-24%
TbPYK inhibitor,-8%,4%,-15%,-12%,0%,-3%,-7%,17%
Pf growth 96h,21%,70%[activator],u,10%,x,10%,u,42%[activator]
Sm TGR block,-4%,2%,x,-6%,2%,-4%,-18%,-3%

(41) Cc1cc(C)nc(NC(=O)C(C)N2C(=O)c3ccccc3C2=O)n1 (stereo unspecified)
(42) O=C(N/N=C1\CCc2ccccc21)c1ccc(O)cc1
(43) Cc1ccc(Nc2nc(N)nc(CN3CCN(C(=O)c4ccco4)CC3)n2)cc1Cl
(44) Cc1nc2ccccc2nc1OCC(=O)Nc1ccc(F)cc1
(45) CCn1c(=O)c(C(=O)NCc2cccnc2)c(O)c2ccccc21
(46) CN(C)CC(O)COC(c1ccccc1)c1ccccc1 (stereo unspecified)
(47) COC(=O)C1(NC(=O)NC2CCCCC2)CCCCC1
(48) Cc1ccccc1/C(N)=N/OC(=O)N1c2ccccc2Sc2ccccc21
screen / no.,41,42,43,44,45,46,47,48
Pf growth 48h,11%,67%[activator],u,-12%,-7%,-10%,-2%,u
LmPK inhibitor,0%,u,-3%,0%,2%,6%,-3%,4%
HCV inhibitor,14%,u,-15%,-4%,u,-24%,1%,-2%
TbPYK inhibitor,-1%,-17%,-7%,-4%,-2%,4%,0%,-5%
Pf growth 96h,x,42%[activator],7.4µM*,2%,9%,-4%,-8%,10µM*
Sm TGR block,0%,10%,40µM*,-9%,11%,-9%,0%,0%

# Screen by screen, as entered above:
# Pf growth 48h, nos. 6 to 15: x, -2%, u, u, 9.3µM*, u, 108%[activator], i, u, 18%

# Further results follow:
(49) CC(=O)c1c(C)oc2ccc(NS(=O)(=O)c3ccccc3)cc12
(50) O=C1NC(Cc2ccccc2)c2nc3cc(F)ccc3c(=O)n2-c2cc(Cl)ccc21 (stereo unspecified)
(51) CCC(C)N(C(=O)COC(=O)CN=C1NS(=O)(=O)c2ccccc21)C1CCS(=O)(=O)C1 (stereo unspecified)
(52) CCCN1c2cccc3cccc(c23)S1(=O)=O
(53) COC(=O)CN(c1ccc(F)cc1)S(=O)(=O)c1ccccc1
(54) CC(C)Nc1c(N)c(=O)oc2ccccc12
(55) CC1(C)CC(=O)N(CC(=O)N2CCN(c3ncccn3)CC2)c2ccccc2S1(=O)=O
(56) CCOc1ccc(C(=O)NC2CCN(C(=O)N3CCCC3)CC2)cc1
screen / no.,49,50,51,52,53,54,55,56
Pf growth 48h,-5%,-6%,2%,u,8%,14%,26%,-15%
LmPK inhibitor,-6%,x,x,-11%,2%,-9%,-2%,0%
HCV inhibitor,-15%,-18%,18%,19%,-1%,u,1%,-3%
TbPYK inhibitor,0%,x,-7%,1%,2%,-6%,-3%,0%
Pf growth 96h,27%,13%,22%,2%,x,17%,-26%,u
Sm TGR block,5%,-9%,-11%,-4%,6%,-1%,5%,1%
